Screening data as filed in PubChem BioAssay.
HTRA1 inhibitor = HTRA1 serine protease inhibitors, primary screen, biochemical, fluorescence polarization, HTS. Q92743. recombinant HTRA1, FP-rhodamine activity-based probe. inhibition, % at 5.96 µM. actives 0.5% (n = 340,000). AID 504803, 2011; in the data active = inhibition above about 36%;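 also: 0% = enzyme with DMSO and 100% = wells lacking enzyme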
Target sequence (Q92743 whole entry, looked up): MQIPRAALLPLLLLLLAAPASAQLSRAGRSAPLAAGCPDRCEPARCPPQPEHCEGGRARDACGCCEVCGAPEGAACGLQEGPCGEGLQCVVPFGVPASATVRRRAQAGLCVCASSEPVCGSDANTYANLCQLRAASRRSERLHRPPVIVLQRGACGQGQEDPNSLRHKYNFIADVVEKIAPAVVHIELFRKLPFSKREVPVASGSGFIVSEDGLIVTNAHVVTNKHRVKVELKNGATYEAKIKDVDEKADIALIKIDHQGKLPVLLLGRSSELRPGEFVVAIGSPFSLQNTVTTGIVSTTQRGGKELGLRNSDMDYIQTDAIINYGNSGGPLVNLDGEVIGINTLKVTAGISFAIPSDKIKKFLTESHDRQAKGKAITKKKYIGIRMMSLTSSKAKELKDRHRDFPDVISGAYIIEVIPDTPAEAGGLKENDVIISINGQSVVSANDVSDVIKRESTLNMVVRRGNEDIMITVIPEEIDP
Starred values were filed as active, the others as inactive. An excerpt (hit frequency here may not be typical).

SMILES | HTRA1 inhibitor
CSc1ccc(NC(=O)NCCCN2CCN(c3ccccc3F)CC2)cc1 | -1
O=C(CCc1ccncc1)NC1CCCc2c1cnn2-c1cc(F)cc(F)c1 (configuration not stated) | -1
Nc1nnc(SCc2ccccc2Cl)s1 | 4
CCOC(=O)N1CCC(NC(=O)CCc2nc(-c3ccc(C)cc3)no2)CC1 | -3
CCOc1ccc(C(C)=O)cc1N1C(=O)C2C3C=CC(O3)C2C1=O (configuration not stated) | 4
Cc1nc2c(c(=O)n1CCC1=CCCCC1)c1nc3ccccc3nc1n2/N=C/c1ccccc1 | -5
COCC(C)n1c(C)cc(C(=O)COC(=O)C2=NN(c3ccccc3)C(=O)CC2)c1C (configuration not stated) | 0
CCOc1ccc2nc3cc(NCc4ccc(OC)cc4)ccc3c(N)c2c1 | 26
C#CCOCCOCCOCCNc1nc(N2CCN(C(=O)CCCCCCCCCCNC(=O)Cn3cc(CCCCCN)nn3)CC2)nc(N2CCN(C(=O)CCCCCCCCCCNC(=O)[C@H](CO)n3cc(CCCCCN)nn3)CC2)n1 | -31
O=C1c2ccccc2C(=O)N1CC1CCCO1 (configuration not stated) | 1
CCN(CCNC(=O)c1ccc(C#N)cc1)c1cccc(C)c1 | -1
Cc1ccnc(NS(=O)(=O)c2ccc3ccccc3c2)n1 | -1
Cc1ccc2c(c1)cc1c(=O)n(CC(=O)N3CCCC3)nc(C)n12 | 3
COc1cccc2cc(C(=O)Nc3cccc(C)n3)c(=O)oc12 | -5
CCN(CC)c1ccc(N)cc1 | 44*
N#Cc1cccc(NC(=O)Cn2cnc(S(=O)(=O)N3CCOCC3)c2)c1 | 3
N#Cc1cccc2c1-c1ccccc1/C2=N/NC(N)=O | -9
Cn1ncc(Br)c1NC(=O)c1ccco1 | 2
CC(C)N1CCc2c(sc(NC(=O)c3ccc(S(=O)(=O)N4CCOCC4)cc3)c2C#N)C1 | 2
CCn1nc(NS(=O)(=O)c2cccc3nonc23)c2cc3ccc(C)cc3nc21 | 8
CCC[C@@H](CN1CCC[C@H]1CN1C(N)=NC[C@@H]1Cc1ccccc1)N1C[C@@H]([C@H](C)CC)N(CCCC2CCCC2)C1=N | 5
Oc1ccc(N=Cc2ccc(O)c(O)c2)cc1 | 57*
Cc1ccccc1NC(=O)c1ccc(NC(=O)C2CCCO2)cc1 (configuration not stated) | 6
CN(CC(=O)Nc1cccc(F)c1)C(=O)c1cc2c(s1)CCCCC2 | -11
Cc1ccccc1NC(=O)CSc1nnc(-c2ccco2)c(-c2ccco2)n1 | 43*

Next structures.
SMILES | HTRA1 inhibitor
O=C(O)COCC(=O)N1CCCN(c2nccc(C(F)(F)F)n2)CC1 | -2
Cc1oc(-c2ccc(Cl)cc2)nc1CN1CCC(C(=O)NCc2cccnc2)CC1 | -3
COc1ccc(Cl)cc1-c1nc(-c2ccc(NC(=O)c3cccs3)cc2)no1 | -43
Cc1nc2ccc(NC(=O)c3oc4ccc(F)cc4c3C)cc2s1 | -10
Cc1cccn2c(=O)c3cc(C#N)c(=N)n(CCN4CCOCC4)c3nc12 | 6
C/C(=N/NC(=O)c1ccc(Cl)cc1Cl)c1cccnc1 | 2
Cc1ccc(N/C=C/C(=O)C(C)(C)C)c(O)c1 | 9
O=C(NCCc1c[nH]c2ccccc12)C(=O)NCC(c1ccco1)N1CCN(c2ccccc2F)CC1 (configuration not stated) | 6
Cc1cc(=O)oc2cc(NC(=O)c3ccnn3C)ccc12 | -3
CN(C)c1ccc(CNC(=O)C2CCN(S(=O)(=O)c3ccc4c(c3)CCC(=O)N4)CC2)cc1 | -6
CCOC(=O)/C(=N\Nc1ccc(Br)cc1)N1CC(C)OC(C)C1 (configuration not stated) | 8
CC(=O)OCCNc1cc(SCc2ccco2)c2nonc2c1[N+](=O)[O-] | 13
CC(C)[C@@H]1CN=C(N)N1C[C@@H]1CCCN1C[C@H](C)N1C[C@@H](Cc2ccccc2)N(CCc2ccc(Cl)c(Cl)c2)C1=N | 8
CCCCOc1ccc(C2OC34CCCCC3C(C#N)(C#N)C2(C#N)C(=N)O4)cc1 (configuration not stated) | 25
CCc1ccc(/C(C)=N/NC(=O)CNC(=O)/C=C/c2ccco2)cc1 | -2
C=CCn1c(SCCN2C(=O)c3ccccc3C2=O)nc2scc(-c3ccccc3)c2c1=O | 0
CCOn1c(=O)c(-c2cc3ccccc3o2)[n+]([O-])c2ccccc21 | -1
COC(=O)C1OC(OC2CC[C@]3(C)C(CC[C@@]4(C)[C@@H]3CC=C3[C@@H]5CC(C)(C)CC[C@]5(C(=O)OC5OC(CO)C(O)C(O)C5O)CC[C@]34C)C2(C)C)C(O)C(O)C1O[C@H]1OCC(O)C(O)C1O (some centres not stated) | -15
CC1CCN(C(=O)Cn2c3ccc(F)cc3c3nc4n(c(=O)c32)CCCS4)CC1 | -1
COC1CCN(Cc2c(C(=O)N3CCN(C4CCCCC4)CC3)nc3ccccn23)CC1 | -3
CCOC(=O)[C@@H]1[C@H]2COc3cc(OC)ccc3[C@@H]2N2C(=O)N(c3cccc(Cl)c3)C(=O)[C@]12C | -35
C/C=C\C=C/C(=O)Nc1cccc(C2=NOC3(C2)C[C@@H](C(N)=O)N(C(=O)/C=C/CC)C3)c1 (some centres not stated) | -7
NC(=O)C1CCN(c2nc(-c3cccs3)cs2)CC1 | 2
COc1ccc(NC(=O)c2cc(S(=O)(=O)N3CCc4ccccc43)cn2C)c(OC)c1 | -8
C#CCOCCOCCOCCNc1nc(N2CCN(C(=O)[C@H](CCC(=O)O)n3cc(C(N)CC(C)C)nn3)CC2)nc(N2CCN(C(=O)[C@H](CCC(=O)O)n3cc(C(N)[C@H](C)CC)nn3)CC2)n1 (some centres not stated) | 2

15 of the compounds above, with the structure last.
HTRA1 inhibitor | mol
-2 | O=C(O)COCC(=O)N1CCCN(c2nccc(C(F)(F)F)n2)CC1
-3 | Cc1oc(-c2ccc(Cl)cc2)nc1CN1CCC(C(=O)NCc2cccnc2)CC1
-43 | COc1ccc(Cl)cc1-c1nc(-c2ccc(NC(=O)c3cccs3)cc2)no1
-10 | Cc1nc2ccc(NC(=O)c3oc4ccc(F)cc4c3C)cc2s1
6 | Cc1cccn2c(=O)c3cc(C#N)c(=N)n(CCN4CCOCC4)c3nc12
2 | C/C(=N/NC(=O)c1ccc(Cl)cc1Cl)c1cccnc1
9 | Cc1ccc(N/C=C/C(=O)C(C)(C)C)c(O)c1
6 | O=C(NCCc1c[nH]c2ccccc12)C(=O)NCC(c1ccco1)N1CCN(c2ccccc2F)CC1 (configuration not stated)
-3 | Cc1cc(=O)oc2cc(NC(=O)c3ccnn3C)ccc12
-6 | CN(C)c1ccc(CNC(=O)C2CCN(S(=O)(=O)c3ccc4c(c3)CCC(=O)N4)CC2)cc1
8 | CCOC(=O)/C(=N\Nc1ccc(Br)cc1)N1CC(C)OC(C)C1 (configuration not stated)
13 | CC(=O)OCCNc1cc(SCc2ccco2)c2nonc2c1[N+](=O)[O-]
8 | CC(C)[C@@H]1CN=C(N)N1C[C@@H]1CCCN1C[C@H](C)N1C[C@@H](Cc2ccccc2)N(CCc2ccc(Cl)c(Cl)c2)C1=N
25 | CCCCOc1ccc(C2OC34CCCCC3C(C#N)(C#N)C2(C#N)C(=N)O4)cc1 (configuration not stated)
-2 | CCc1ccc(/C(C)=N/NC(=O)CNC(=O)/C=C/c2ccco2)cc1

Further structures:
SMILES | HTRA1 inhibitor
Cc1cc(C)c(NC(=O)C2CC3CCC2C3)c(C)c1 (configuration not stated) | -3
O=C(Nc1ccc(Cl)cc1-c1nc2ccccc2s1)c1ccco1 | -30
Cc1ccc(OC(=O)c2ccccc2C(=O)OCC(F)(F)C(F)F)cc1 | -6
CS(=O)(=O)N1CCC(Oc2cccc(C(=O)NCCCC3CCCC3)c2)CC1 | -7
c1ccc(CN2CCN(CCCNc3ccc4nnc(-c5ccccc5)n4n3)CC2)cc1 | -5
Oc1ccc(CNc2ccccc2)c2cccnc12 | 16
CC(C)C[C@H]1CN=C(Nc2ccccc2)N1CC1CCC(C(C)(C)C)CC1 (some centres not stated) | -14
Cc1nnnn1/C(=C\c1ccccc1)C(=O)OCC(=O)N(C)C1CCS(=O)(=O)C1 (configuration not stated) | 0
NC(=O)NC[C@@H]1CC[C@@H](Cc2ccc(-c3ccccc3)cc2)O1 | 2
CCc1nc2ccc(C(=O)NCCc3ccco3)cc2nc1CC | 8
COc1ccc(C(=O)c2nccc3cc(OC)c(OC)cc23)cc1OC | 15
COc1ccc([C@H]2[C@H](C(=O)C(C)(C)C)N3N=Cc4ccccc4C3[C@]23N=C(c2ccccc2)OC3=O)cc1OC (some centres not stated) | -12
Cc1cc(C)cc(OC(C)C(=O)Nc2ccc(S(=O)(=O)Nc3cc(C)nc(C)n3)cc2)c1 (configuration not stated) | 0
CN(Cc1ccccc1)C(=O)COc1cc(Cl)ccc1Cl | -10
O=c1cc(-c2cc3ccccc3o2)c2cc(O)ccc2o1 | -17
Cc1cc(=O)nc2c3ccccc3n(CC(=O)NCCCN3CCOCC3)n12 | 3
CCN(CC)S(=O)(=O)c1cc(NC(=O)CNc2cccc(S(=O)(=O)N3CCCC3)c2)ccc1C | -13
COc1ccccc1CN(C(=O)CCl)C(C(=O)NC1CCCCC1)c1ccncc1 (configuration not stated) | 21
COc1ccc(OC)c(NC(=O)CCN2CC(C)CC(C)C2)c1 (configuration not stated) | -5
CCOC(=O)c1c(C)nc2sc(C(=O)Nc3ccccc3)c(N)c2c1-c1ccc(OC)cc1 | -50
N=c1c(S(=O)(=O)c2ccc(Cl)cc2)cc2c(=O)n3ccccc3nc2n1Cc1cccnc1 | 3
O=C(O)C(O)c1ccco1 (configuration not stated) | 1
COc1ccc(C(=O)NC2CC2)cc1OC1CCN(Cc2ccc(Cl)cc2)CC1 | -4
CC(=O)C1C(c2ccc(F)cc2)NC(=O)NC1(O)C(F)(F)F (configuration not stated) | 4
Cc1cccc2[nH]c3c(N4CCN(C(=O)c5ccco5)CC4)ncnc3c12 | -15

Other compounds follow:
SMILES | HTRA1 inhibitor
COCCCNC(=O)c1ccc2c3c(onc13)-c1ccccc1C2=O | 6
O=[N+]([O-])C1C(c2ccccc2)C12c1ccccc1-c1ccccc12 (configuration not stated) | -34
CCN1C(=NCCOC)N[C@@H](c2cccc(F)c2)C(C(=O)OC)=C1C | 2
CC[C@@]12C(=O)N(c3cccc(F)c3)C(=O)N1[C@H](c1ccc(F)cc1)[C@@H]1C(=O)N(C3CCCCC3)C(=O)[C@@H]12 | -39
COCCCN1C(=O)C2C(C(=O)Nc3cccc(Cl)c3)C3C=CC2(O3)C1C(=O)NC1CCCCC1 (configuration not stated) | -1
CCOC(=O)C1CCCN(S(=O)(=O)c2ccc3ccccc3c2)C1 (configuration not stated) | -6
COc1ccc(C2=CC(=O)C[C@H](c3ccc4c(c3)OCO4)C2)cc1 | -41
C/C(Cl)=C/Cn1c(SC(C)C)nc2c1c(=O)[nH]c(=O)n2C | 7
C#CCOCCOCCOCCNc1nc(N2CCN(C(=O)CCCCCCCCCCNC(=O)[C@H](CCC(=O)O)n3cc(CCCCCN)nn3)CC2)nc(N2CCN(C(=O)CCCCCCCCCCNC(=O)[C@@H]([C@H](C)O)n3cc(C)nn3)CC2)n1 | -20
CCOc1cc(/C=N/N=C2/NC(=O)C(CC(=O)O)S2)ccc1OCc1ccc(Cl)cc1Cl (configuration not stated) | -3
COc1ccc2cc(C#N)c(SCC(=O)N3CC(=O)Nc4ccccc43)nc2c1 | -4
Cc1cc(NC(=O)CSc2cn(CCNC(=O)c3ccccc3)c3ccccc23)no1 | -2
CN1CCN(C(c2cccnc2)c2ccc3cccnc3c2O)CC1 (configuration not stated) | 7
Cc1csc(NC(=O)CSc2ncnc3c2cnn3-c2ccccc2Cl)n1 | -6
COCCCNC(=O)C[C@H]1C[C@H](C(=O)N2CCCCC2)[C@@]2(CCc3ccccc3)c3[nH]c4cc(CCC(=O)N(C)C)ccc4c3CCN2C1=O | 3
COc1ccc(S(=O)(=O)Nc2cc3c4c(c2)C(C)C(=O)N4CCC3)cc1OC (configuration not stated) | -2
CN1CCN(c2nc3ccccn3c(=O)c2C=O)CC1 | 4
CC(C)OC(=O)C(C#N)c1nc2ccccc2nc1N1CCCC1 (configuration not stated) | 5
COc1cc(OC)cc(C(C(=O)NCc2ccccc2)N(Cc2ccco2)C(=O)c2ccno2)c1 (configuration not stated) | -14
O=C(CSCc1ccco1)N1CCc2ccccc21 | 1
CCCC1Nc2ccc(C(=O)O)cc2C2C=CCC12 (configuration not stated) | 39*
CCCCN(c1ccccc1)c1ncnc2nc[nH]c12 | 0
Cc1cc(-n2c(C)cc(C(=O)COc3ccc(F)c(F)c3)c2C)no1 | -8
COc1ccc(CS(=O)(=O)/C(Cl)=C(/Cl)C(=O)Nc2ccc(OC)nc2)cc1 | -1
O=C1OCC2=C1C(c1ccc(F)cc1)CC(=O)N2c1ccccc1 (configuration not stated) | -1

The results go on:
SMILES | HTRA1 inhibitor
Cc1cccc(NC(=O)COc2ccccc2C(=O)NC(C)c2ccccc2)c1 (configuration not stated) | -58
COc1ccc2[nH]c(C(=O)N3CCC(Cc4ccccc4)CC3)cc2c1 | -17
Cc1cc2cc(CCNC(=O)c3ccc(S(=O)(=O)N4CCOCC4)cc3)c(=O)[nH]c2cc1C | 6
C#CCOCCOCCOCCNc1nc(N2CCN(C(=O)[C@H]([C@@H](C)CC)n3cc([C@@H](N)CC(C)C)nn3)CC2)nc(N2CCN(C(=O)[C@H](CCCCN)n3cc([C@@H](N)CC(C)C)nn3)CC2)n1 | 3
COCCn1nnnc1C(c1cc2cc(C)ccc2[nH]c1=O)N1CCCCCC1 (configuration not stated) | 8
CCOC(=O)CSc1nc2cc(C(=O)N3CCC(C(N)=O)CC3)ccc2c(=O)n1-c1ccccc1 | -1
COC(=O)c1cc(S(=O)(=O)N2CCCCCC2)c[nH]1 | -1
COc1ccc(CNC(=O)c2cccc(-c3ccc(C)c4ccccc34)n2)cc1 | -69
CSc1nc(-c2ccc(C)cc2)nc(C(Cl)Cl)n1 | 9
